CDK5 p35 inh = inhibitors of human CDK5/p35 kinase, primary screen, biochemical, single concentration; Cyclin-dependent kinase 5 (Homo sapiens) + Cyclin-dependent kinase 5 activator 1 (Homo …; Recombinant CDK5/p35, ADP-Glo luminescence, 60 min; inhibition, % at 10 µM; hit rate 0.01% among 330,000; AID 488839, 2010;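 active = highest replicate inhibition of at least 50% and at least 75% of replicates reaching 50%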;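 also: plate controls were DMSO neutral control for no effect and GW8510 at 10 µM for full effect; many of its hits are not listed in these tables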
Wnt bcat act = Wnt/beta-catenin pathway activators, primary screen, cell-based, plate reader, single point; Wnt/beta-catenin reporter cell assay, activator; activation, % at 9.35 µM; hit rate 1.2% among 300,000; in the data active = activation above about 30%, passing the limit was not always enough;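 also: 0% = neutral control wells and 100% = positive control wells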
MITF TRPM1 HTS = activators of MITF-driven TRPM1 promoter reporter, primary screen, cell-based, SK-MEL-5, luciferase, single point. SK-MEL-5 TRPM1-promoter luciferase, 24 h; % of positive control, neutral wells = 0. activation, % at 12.5 µM. hit rate 0.75% among 300,000. AID 588334, 2011;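 active = mean activation of at least 80% with every replicate also reaching 80%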;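 also: 0% = neutral control wells and 100% = parthenolide positive control wells; values of inactives mirror those of a sister screen read the other way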
PvdQ acylase = P. aeruginosa PvdQ acylase inhibitors, primary screen, biochemical, fluorescence, plate reader and imaging, single point; PvdQ acylase [Pseudomonas aeruginosa LESB58]; purified PvdQ acylase; inhibition, % at 10 µM; hit rate 0.063% among 340,000; in the data active = inhibition above about 30%, passing the limit was not always enough;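 also: 0% = vehicle neutral wells and 100% = reference inhibitor wells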
SR-BI HDL uptake = inhibitors of SR-BI mediated HDL lipid uptake, primary screen, ldlA[mSR-BI] cells, fluorescence, single point; Scavenger receptor class B member 1 (Mus musculus), Q61009; ldlA[mSR-BI] CHO cells, DiI-HDL uptake fluorescence, 3 h; inhibition, % at 12.5 µM; hit rate 0.96% among 320,000;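 active = mean replicate inhibition of at least 70% and a set share of replicates each scoring 70 or more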;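 also: 0% = median of neutral control wells and 100% = median of positive control wells; values of inactives mirror those of a sister screen read the other way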
Target sequence (Q61009 whole entry, looked up): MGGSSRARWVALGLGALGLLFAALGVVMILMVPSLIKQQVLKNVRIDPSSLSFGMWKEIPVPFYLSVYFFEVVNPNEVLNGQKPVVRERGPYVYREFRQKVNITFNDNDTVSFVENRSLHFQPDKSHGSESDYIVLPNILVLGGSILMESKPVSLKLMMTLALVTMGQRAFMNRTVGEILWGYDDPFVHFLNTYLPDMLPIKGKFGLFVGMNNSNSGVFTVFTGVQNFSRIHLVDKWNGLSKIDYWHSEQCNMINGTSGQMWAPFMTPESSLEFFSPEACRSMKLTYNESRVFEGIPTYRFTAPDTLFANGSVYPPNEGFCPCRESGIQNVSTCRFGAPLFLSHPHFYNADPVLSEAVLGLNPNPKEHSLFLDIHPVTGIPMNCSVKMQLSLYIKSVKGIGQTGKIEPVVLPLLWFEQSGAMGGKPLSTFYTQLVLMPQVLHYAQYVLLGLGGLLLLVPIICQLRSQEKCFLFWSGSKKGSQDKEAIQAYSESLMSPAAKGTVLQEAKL
RTF Ca sens act = cardiac RTF calcium sensitivity activators, primary screen, biochemical, IANBD-TnC fluorescence, EC20 calcium; Troponin I, cardiac muscle (Homo sapiens) + Troponin T, cardiac muscle (Homo sapiens) + …; hit rate 0.24% among 340,000; AID 493008, 2010; IANBD-labeled TnC RTF fluorescence at EC20 calcium; 0% EC20 calcium, 100% full calcium; activation, % at 7.2 µM;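 active = activation above the mean over all tested compounds plus 3 SD, cut at about 30% in these data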;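 also: rise in fluorescence read as greater calcium sensitivity of cardiac thin filaments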
dFosB act = activators of delta FosB homodimer, primary screen, biochemical, fluorescence polarization, TAMRA-CDK5 oligo, single point | Protein FosB (Mus musculus), P13346 | purified delta FosB; percent of positive-control signal above neutral wells | activation, % at 25 µM | hit rate 0.99% among 340,000;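 active = mean activation above about 17%, with every replicate also reaching it, limit read from the data, passing the limit was not always enough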;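 also: fluorescence polarization rise as delta FosB binds a TAMRA Cdk5 AP-1 oligo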
HTR5A ag = HTR5A agonists in luminescence cell assay, primary screen, counter-screen for OPRM1-OPRD1 heterodimer agonist project, full-deck HTS; 5-hydroxytryptamine receptor 5A (Homo sapiens), P47898; cell-based; activation, % at 9.3 µM; hit rate 0.61% among 340,000; AID 504692, 2011; in the data active = activation mostly above about 9.5%, no sharp cut-off; inactive = mostly below about 7.6%;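 also: 0% = cells with vehicle only and 100% = reference agonist; strong numbers were not always called active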
Target sequence (P47898 whole entry, looked up): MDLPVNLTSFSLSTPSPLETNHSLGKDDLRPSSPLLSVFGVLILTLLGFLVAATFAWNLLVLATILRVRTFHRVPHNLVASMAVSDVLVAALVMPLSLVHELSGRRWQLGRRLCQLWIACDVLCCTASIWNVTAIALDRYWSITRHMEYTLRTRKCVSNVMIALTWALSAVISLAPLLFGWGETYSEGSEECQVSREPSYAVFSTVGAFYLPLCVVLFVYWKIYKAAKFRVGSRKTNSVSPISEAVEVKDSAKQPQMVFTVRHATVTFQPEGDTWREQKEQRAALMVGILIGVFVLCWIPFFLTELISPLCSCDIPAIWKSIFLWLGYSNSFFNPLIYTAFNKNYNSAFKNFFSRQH
SR-BI DiI-HDL act = activators of SR-BI mediated DiI-HDL uptake, primary screen, ldlA[mSR-BI] CHO cells, DiI fluorescence; 3 h; 100 = double the neutral-control signal; activation, % at 12.5 µM; hit rate 0.096% among 320,000; AID 504775, 2011;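 active = mean replicate activation of at least 60% and every replicate at or above 60%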;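 also: 0% = median plate neutral-control signal and 100% = twice that signal; values of inactives mirror those of a sister screen read the other way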
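Assay system: LDL receptor-deficient CHO ldlA cells overexpressing murine SR-BI / Medium: BSA-supplemented, HEPES-buffered Ham's F12, pH 7.4 / Probe or stimulus: DiI-labelled HDL at 10 µg/mL final / Timing: compound with DiI-HDL co-incubation, 3 h at 37 °C / Technique: bottom-read cell fluorescence after medium removal, ex 550/em 595 nm / Measure: HDL uptake via cellular fluorescence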
Rtt109 HAT inh = inhibitors of C. albicans Rtt109/Vps75 HAT, primary screen, biochemical, ThioGlo CoA-SH fluorescence, plate reader; Histone acetyltransferase RTT109 (Candida albicans (strain SC5314 / ATCC MYA-2876)), …; purified Rtt109/Vps75, 4 h; inhibition, % at 34.9 µM; hit rate 0.16% among 330,000; AID 540336, 2011;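 active = inhibition of at least 50% in every replicate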
An asterisk follows results filed as active; x = not tested or not shown.

SMILES	CDK5 p35 inh	Wnt bcat act	MITF TRPM1 HTS	PvdQ acylase	SR-BI HDL uptake	RTF Ca sens act	dFosB act	HTR5A ag	SR-BI DiI-HDL act	Rtt109 HAT inh
O=C1C2CCCN2C(c2ccc(F)cc2)N1c1nccs1 (stereo unspecified)	1.0	2	-2	-6	3	-2	6	6	-3	0
OC(COc1cccc2ccccc12)CN1CCN(c2ccccc2)CC1 (stereo unspecified)	0.8	-2	-8	2	17	-2	-6	2	-17	7
COC(=O)c1cc2c(n(-c3ccccc3)c1=O)CCCC2=O	-1.0	-1	4	-9	-40	-6	2	-5	40	5
COc1ccc2c(c1)[C@H]1[C@H](CO2)[C@H](c2ccccc2)[C@]2(C)C(=O)Nc3ccc(F)cc3C(=O)N12	-0.1	-4	-12	-26	-3	4	-6	3	3	0
CN(C(=O)c1ccc(NC(=O)Cc2ccc(NC(=O)C3CCN(C(=O)CCc4ccccc4)CC3)cc2)cc1)C1CC1	-0.9	-2	-5	-4	63	1	-2	2	-63	13
CCOC(=O)C(=O)Nc1ccc(OC)c(Cl)c1	-0.2	0	-7	3	10	5	-8	4	-10	2
COc1cc(CNCc2ccc(Br)cc2)cc(OC)c1	1.8	4	-5	-3	3	-7	3	6	-3	7
O=[N+]([O-])c1cc(S(=O)(=O)NC2=NCCCCC2)ccc1NCC1CCCCC1	-0.4	-2	5	3	11	-1	-5	4	-11	16
COC(=O)c1ccc(C(=O)OC)c(NC(=O)CN2CCN(c3ccc(OC)cc3)CC2)c1	0.4	x	-11	-12	50	2	-4	-4	-50	0
Nc1c(C(=O)Nc2ccccc2F)sc2nc(-c3ccco3)ccc12	0.1	x	-2	-14	3	7	-4	2	-3	-2
CC1(C)CC(CCNC(=O)c2ccc(-n3cnnn3)cc2)CC(C)(C)N1	0.2	-2	x	-17	-22	9	-1	0	22	-6
O=C(O)CCn1nnc(-c2cccs2)n1	1.1	x	x	-3	-24	-4	3	-5	24	4
N#Cc1ccc(Oc2cccc(C(=O)O)c2)cc1C#N	1.7	x	-11	-14	-21	1	-3	2	21	-12
COC(=O)C1CCN(C2=C(NS(=O)(=O)c3ccc(Cl)cc3)C(=O)c3ccccc3C2=O)CC1	1.8	3	-16	-5	0	4	-5	3	0	19
COc1ccccc1N1CCN(C(=O)c2ccc(NS(=O)(=O)c3ccc(C)cc3)cc2)CC1	0.6	-2	6	-14	21	2	-13	1	-21	12
O=C(O)C1C2C=CC(C2)C1C(=O)NCc1cccs1 (stereo unspecified)	-0.8	5	-3	-14	-3	2	-3	4	3	0
Cn1nc(C(=O)NCc2cccc(Cl)c2)c2c1-c1ccccc1S(=O)(=O)C2	-1.5	-2	6	-10	56	1	-1	-1	-56	-9
COc1cccc(C=O)c1OCCN1C(=O)c2ccccc2C1=O	0.9	-1	-1	-16	x	3	-5	-2	x	0
Cc1nnc(SCc2ccc(Cl)cc2Cl)[nH]c1=O	-0.1	-1	6	-11	-4	3	3	1	4	-1
COc1ccc2cc3c(N)nn(C(=O)Cc4c[nH]c5ccccc45)c3nc2c1	0.8	-12	-54	-3	2	-5	-3	0	-2	0
CC(=O)Nc1nc2c(F)cccc2s1	-4.5	1	12	-25	-16	6	-15	1	16	2
Cc1ccc(NC(=O)Nc2cccc(F)c2)nc1	0.7	4	x	-14	3	-2	-3	-5	-3	4
Cc1cccc(/C=N/c2sc3c(c2C(=O)OC(C)(C)C)CCN(C)C3)c1O	x	x	-17	-2	25	-3	4	-2	-25	9
Cc1nc2cc(-c3ccc(F)cc3)[nH]n2c(=O)c1C	0.9	23	24	-15	-1	-8	-8	-1	1	0
NC(=O)NNC1=Nc2cccc3cccc1c23	2.0	-2	2	-10	-1	16	6	3	1	-3
CNC(=S)N/N=C/c1c(C)nn(-c2ccccc2)c1Cl	0.3	x	53	-12	8	5	-4	3	-8	2
CC(C)(C)n1nnnc1C(c1ccc(Cl)cc1)N(Cc1cccnc1)Cc1ccco1 (stereo unspecified)	-2.0	x	-8	-6	-13	-2	-2	8	13	1
O=C(c1c[nH]c2ccccc12)C(Cl)c1ccccc1 (stereo unspecified)	-2.0	2	-8	-11	9	-2	-4	7	-9	5
CC(=NC1CC1)c1c(-c2ccccc2)[nH]n(-c2nc3ccccc3s2)c1=O	-2.2	x	11	-12	36	-5	-13	-1	-36	0
O=S(=O)(c1ccc(NCCOc2ccccc2)nc1)N1CCCC1	0.1	-4	9	-1	-22	0	-4	2	22	5
Fc1cccc(NCCc2c[nH]c3ccccc23)n1	0.7	11	x	-13	26	0	-6	-3	-26	-29
O=C(O)c1ccc(CS(=O)(=O)c2cccc(C(F)(F)F)c2)o1	0.7	x	-10	-13	-23	4	-9	4	23	-1
Cc1ccc(NC(=O)COC(=O)CCNS(=O)(=O)c2c(Cl)cccc2Cl)cc1	-0.5	-2	11	4	-4	2	-10	-2	4	0
CC(=O)NC(CCS(C)(=O)=O)C(=O)Nc1ccc2c(c1)OCCO2 (stereo unspecified)	-2.1	-4	3	-2	1	-6	4	9	-1	0
CC(C)Cc1ccc(C(C)C(N)=NCCc2ccccc2)cc1 (stereo unspecified)	2.0	-2	-69	-6	-10	4	9	-1	10	23
CC(=O)Nc1nc(SCCCc2ccccc2)n[nH]1	0.2	2	1	-13	-12	5	-4	3	12	-3

Another view of nine compounds above.
SMILES | CDK5 p35 inh | Wnt bcat act | MITF TRPM1 HTS | PvdQ acylase | SR-BI HDL uptake | RTF Ca sens act | dFosB act | HTR5A ag | SR-BI DiI-HDL act | Rtt109 HAT inh
Cn1nc(C(=O)NCc2cccc(Cl)c2)c2c1-c1ccccc1S(=O)(=O)C2 | -1.5 | -2 | 6 | -10 | 56 | 1 | -1 | -1 | -56 | -9
COc1cccc(C=O)c1OCCN1C(=O)c2ccccc2C1=O | 0.9 | -1 | -1 | -16 | x | 3 | -5 | -2 | x | 0
Cc1nnc(SCc2ccc(Cl)cc2Cl)[nH]c1=O | -0.1 | -1 | 6 | -11 | -4 | 3 | 3 | 1 | 4 | -1
COc1ccc2cc3c(N)nn(C(=O)Cc4c[nH]c5ccccc45)c3nc2c1 | 0.8 | -12 | -54 | -3 | 2 | -5 | -3 | 0 | -2 | 0
CC(=O)Nc1nc2c(F)cccc2s1 | -4.5 | 1 | 12 | -25 | -16 | 6 | -15 | 1 | 16 | 2
Cc1ccc(NC(=O)Nc2cccc(F)c2)nc1 | 0.7 | 4 | x | -14 | 3 | -2 | -3 | -5 | -3 | 4
Cc1cccc(/C=N/c2sc3c(c2C(=O)OC(C)(C)C)CCN(C)C3)c1O | x | x | -17 | -2 | 25 | -3 | 4 | -2 | -25 | 9
Cc1nc2cc(-c3ccc(F)cc3)[nH]n2c(=O)c1C | 0.9 | 23 | 24 | -15 | -1 | -8 | -8 | -1 | 1 | 0
NC(=O)NNC1=Nc2cccc3cccc1c23 | 2.0 | -2 | 2 | -10 | -1 | 16 | 6 | 3 | 1 | -3

Single records, as listed above.
O=S(=O)(c1ccc(NCCOc2ccccc2)nc1)N1CCCC1 in the list: CDK5 p35 inh = 0.1; Wnt bcat act = -4; MITF TRPM1 HTS = 9; PvdQ acylase = -1; SR-BI HDL uptake = -22; RTF Ca sens act = 0; dFosB act = -4; HTR5A ag = 2; SR-BI DiI-HDL act = 22; Rtt109 HAT inh = 5
Cc1ccc(NC(=O)COC(=O)CCNS(=O)(=O)c2c(Cl)cccc2Cl)cc1 in the list: CDK5 p35 inh = -0.5; Wnt bcat act = -2; MITF TRPM1 HTS = 11; PvdQ acylase = 4; SR-BI HDL uptake = -4; RTF Ca sens act = 2; dFosB act = -10; HTR5A ag = -2; SR-BI DiI-HDL act = 4; Rtt109 HAT inh = 0

(further entries)
SMILES	CDK5 p35 inh	Wnt bcat act	MITF TRPM1 HTS	PvdQ acylase	SR-BI HDL uptake	RTF Ca sens act	dFosB act	HTR5A ag	SR-BI DiI-HDL act	Rtt109 HAT inh
CC(=O)c1ccc(NC(=O)Nc2sc(NS(=O)(=O)c3ccccc3)nc2C)cc1	-4.1	1	8	-11	-6	4	3	0	6	0
Cc1cccc2sc(NC(=O)CN(C)S(=O)(=O)c3ccc(Br)s3)nc12	-1.5	x	-8	1	7	4	4	3	-7	3
CCOC(=O)c1c(C)nc2ccccn12	1.3	x	-5	-11	-41	8	-5	-2	41	-5
COc1cc(/C=C/C(=O)OCC(=O)Nc2oc(C)c3c(C)n[nH]c(=O)c23)ccc1OC(F)F	0.7	1	-15	-12	37	-6	-17	8	-37	0
Cn1ccc(C(=O)OCC(=O)Nc2ccccc2Cl)n1	-0.1	0	6	-9	-11	0	-4	-6	10	-6
Cc1nn(-c2ccccc2)nc1CNC(=O)C(C)Cc1ccccc1 (stereo unspecified)	0.6	3	-4	11	-24	7	3	-3	24	5
C=CCNC(=S)N/N=C/c1ccc(-c2ccc(Cl)cc2Cl)o1	-1.0	-1	1	-4	71*	7	3	6	-71	-7
CC(C)n1c(SCC(=O)N2c3ccccc3Sc3ccccc32)nc2c1c(=O)n(C)c(=O)n2C	-1.8	1	1	-7	28	0	3	1	-28	2
COc1ccccc1CNC(=O)CCCN1C(=O)NC2(CCCC2)C1=O	1.1	1	-8	-4	-3	-4	-4	-2	3	-5
COc1ccc(Cn2nnc(C(=O)Nc3ccc(F)cc3)c2N)cc1	-1.6	3	13	-4	x	-4	-5	4	x	0
Cc1ccc(S(=O)(=O)N2CCN(C(=O)COC(=O)c3ccc([N+](=O)[O-])o3)CC2)c(C)c1	-1.6	2	-7	-9	11	-3	-7	-5	-11	-1
CN(CCC#N)C(=O)COC(=O)c1c2c(nc3ccccc13)/C(=C\c1ccco1)CC2	-1.0	-2	31	-16	-21	2	-8	2	21	0
COc1ccc2c(c1)C(=NNc1ccc(C(=O)O)cc1)c1cc(OC)ccc1-2	1.6	7	12	-14	-3	-6	-18	-3	3	5
COc1ccc(C(=O)Nc2ccc(S(=O)(=O)Nc3cnc4ccccc4n3)cc2)cc1	-0.3	-2	x	-4	-22	-5	13	3	22	2
CC1CN(C(=O)CCCN2C(=O)c3ccccc3C2=O)CC(C)O1 (stereo unspecified)	0.0	0	-16	5	-23	0	0	7	23	6
CCS(=O)(=O)CCSC1OC(COC(C)=O)C(OC(C)=O)C(OC(C)=O)C1OC(C)=O (stereo unspecified)	-1.1	-1	5	-2	-1	0	-7	0	1	-2
Cc1c(C(C)C[C@H](C)O)oc(=O)c2c1Oc1c(C)c(C(C)C[C@H](C)O)oc(=O)c1C2 (stereo partly specified)	-0.5	-1	-8	-17	4	4	-7	-4	-4	-15
